Bioassay records as filed in PubChem.
Nrf2 activator: activates Nrf2 signaling; AREc32 ARE-luciferase reporter (MCF7-derived line), luminescence, 24 h; Potency, µM (highest dose often 46.1 µM), inactives show at the top dose activation, most hits filed as activators; 410,000 compounds, 0.31% hits; AID 624171; also: potency is read from the fitted curve at half-maximal effect; % of control where 0% means no effect; nearly all actives have a fitted effect of over 65% in size
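ARE-driven firefly luciferase activity in AREc32 cells measured after a 24 hr compound exposure at 37 deg C, using Steady-Glo reagent and a 30 min room-temperature hold.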
MmCpn inh: blocks the Methanococcus maripaludis chaperonin Mm-Cpn | purified Mm-Cpn ATPase, ADP Transcreener TR-FRET | Potency, µM (top dose mostly 76.9 µM), for the others: top-dose activity, negative = inhibition, usual class: inhibitors | 330,000 compounds, 0.031% hits; also: potency is read from the fitted curve at half-maximal effect; % is scaled to controls: 0 for no effect and ±100 for the full control effect; nearly all actives have a fitted effect of over 80% in size
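Purified archaeal chaperonin (25 nM final) was preincubated with compound for 10 min at 37°C, then ATP (10 uM final) was added for 30 min at 37°C in Tris pH 7.4/KCl/MgCl2/DTT buffer. ADP was quantified by HTRF Transcreener TR-FRET.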
TGFb SMAD3 inh: TGF-b pathway inhibition; Potency, µM (highest dose often 46.1 µM), for inactives: at the highest dose activity, negative = inhibition, actives largely listed as inhibitors; 410,000 compounds, 1.2% hits; HepG2 CAGA-GFP TGF-b/SMAD3 reporter, GFP fluorescence, 18 h; TGF-beta stimulated, 500 pg/mL final; AID 588855; also: potency is read from the fitted curve at half-maximal effect; % is scaled to controls: 0 for no effect and ±100 for the full control effect; nearly all actives have a fitted effect of over 65% in size
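TGF-beta reporter screen: HEPG2 CAGA-GFP, 1% FBS, 500 pg/mL TGF-beta final, 18 h; per-cell GFP summed per well; curves fitted and categorized by class.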
Nrf2 inh: Nrf2 pathway inhibition; A549 ARE-Fluc reporter, luciferase luminescence, 18-24 h; AID 504444; Potency, µM (titrated, usually from 46 µM), for inactives: top-dose activity change, negative = inhibition, most hits filed as inhibitors; 360,000 compounds, 2.1% hits; also: potency is read from the fitted curve at half-maximal effect; % is scaled to controls: 0 for no effect and ±100 for the full control effect; nearly all actives have a fitted effect of over 60% in size
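Reporter: ARE-Fluc in A549. Exposure: 18-24 h, 37 °C, 5% CO2, 5% FBS OPTI-MEM. Readouts: fluorescent cytotoxicity (CellTiter-Fluor), then luminescent Nrf2 signal after BugLite.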
CCT modulator: changes cytosolic chaperonin activity | 360,000 compounds, 0.3% hits | activity change, % (concentration not given with the values), hits read low | purified chaperonin ATPase assay, HTRF ADP detection, 30 min; in the data active = activity change below about -30%; also: % is scaled to controls: 0 for no effect and ±100 for the full control effect
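Enzyme 40 or 20 nM (batch-dependent) in Tris pH 7.4/KCl/MgCl2/DTT; cpd 76 uM single point; ATP 10 uM; 30 min 37 °C; Transcreener ADP HTRF detection, 30 min RT; ratio 665/615.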
A549 viability: counter-screen for Nrf2 inhibitors: cytotoxicity in A549 cells | A549 ARE-Fluc cells, CellTiter-Fluor viability, 18-24 h | Potency, µM (highest dose often 46 µM), inactives show top-dose activity change, negative = cytotoxicity, actives largely listed as inhibitors | 390,000 compounds, 0.16% hits; also: potency is read from the fitted curve at half-maximal effect; % is scaled to controls: 0 for no effect and ±100 for the full control effect
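A549 ARE_Fluc cells in 5% FBS OPTI-MEM were exposed to compounds in concentration-response for 18-24 h at 37 deg C. Viability was read by CellTiter-Fluor fluorescence (Ex 405/Em 525) after 30 min, before the luciferase read.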
HepG2 tox: kills HepG2 cells in TGF-b inhibitor counter-screen. HepG2 CAGA-GFP viability, ATP luminescence, 18 h. Potency, µM (titrated, usually from 46.1 µM), for the others: at the top dose activity change, negative = cytotoxicity, usual class: cytotoxic. 410,000 compounds, 0.76% hits. AID 588856; also: potency is read from the fitted curve at half-maximal effect; some results filed as inactive show a strong effect at the top dose
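HepG2 CAGA-GFP cells (1000/well, DMEM with 1% FBS) received compound, then TGF-beta at 500 pg/mL final, and were incubated 18 hours at 37 degrees C. Viability was read by CellTiter-Glo luminescence. Media-only wells were set as complete cell-killing and DMSO as no toxicity.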
ATXN viability: cell viability loss in ATXN counter-screen. S2 cells (HEK-293 line with an ATXN2-luciferase reporter) viability, CellTiter-Fluor protease fluorescence, 24 h. Potency, µM (top dose mostly 56.7 µM), most hits filed as cytotoxic. 400,000 compounds, 0.49% hits. AID 651635; also: potency is read from the fitted curve at half-maximal effect; nearly all actives have a fitted effect of over 40% in size
Akt phos inh: Akt phosphorylation inhibition. 360,000 compounds, 0.32% hits. Neuro2A IGF-stimulated pAkt S473 HTRF, 20 min; active compounds read low. activity change, % for hits at 50 µM; in the data active = activity change below about -80%; inconclusive = mostly about -51% to -80%; also: % is scaled to controls: 0 for no effect and ±100 for the full control effect
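Neuro2A cells (4,500/well, DMEM with 0.5% FBS) were treated with compound at a single 50 µM final concentration, stimulated with 6 nM IGF for 20 min at 37 °C, and lysed. Phospho-Akt Ser473 was read by HTRF as 665/615 ratio ×10^4.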
An asterisk follows results filed as active; i = inactive; ? = inconclusive; . = no result given. Unless noted, calls follow the shape of the dose curve; as a rule, active = well fitted curve in the direction sought with a large enough effect; inconclusive = small, poorly fitted or top-dose-only effect, or another doubt; inactive = no such curve, though single readings can be large; an effect the other way counts as inactive or inconclusive.

Start of the listing, in advance (2 entries):
SMILES	Nrf2 activator	MmCpn inh	TGFb SMAD3 inh	Nrf2 inh	CCT modulator	A549 viability	HepG2 tox	ATXN viability	Akt phos inh
Cc1ccc(S(=O)(=O)N2CCN(CCc3ccncc3)CC2)cc1	0.3%	?	2%	?	0.7	-6%	0%	i	i
CCOC(=O)[C@@H]1[C@H]2COc3cc(OC)ccc3[C@@H]2N2C(=O)N(c3cccc(F)c3)C(=O)[C@]12C	0.1%	1%	21%	-10%	0.8	-6%	-13%	i	i

All compounds of this part (from the top)
SMILES	Nrf2 activator	MmCpn inh	TGFb SMAD3 inh	Nrf2 inh	CCT modulator	A549 viability	HepG2 tox	ATXN viability	Akt phos inh
Cc1ccc(S(=O)(=O)N2CCN(CCc3ccncc3)CC2)cc1	0.3%	?	2%	?	0.7	-6%	0%	i	i
CCOC(=O)[C@@H]1[C@H]2COc3cc(OC)ccc3[C@@H]2N2C(=O)N(c3cccc(F)c3)C(=O)[C@]12C	0.1%	1%	21%	-10%	0.8	-6%	-13%	i	i
Cc1ccccc1OCCCC(=O)Nc1ccc2c(c1)OCO2	-0.8%	-5%	-7%	-14%	-0.2	1%	-18%	i	i
Cc1cc(N2CCN(C(=O)c3ccoc3)CC2)n2nc(-c3ccccc3)cc2n1	3.4%	.	-18%	.	-2.4	.	-28%	i	i
CC(C(=O)NCc1cccs1)N1CCN(S(=O)(=O)c2ccc3c(c2)OCCCO3)CC1 (stereo unspecified)	-0.4%	3%	0%	-17%	-1.1	2%	-17%	i	i
COc1cccc(N2C(=O)C(O)=C(C(C)=O)C2c2ccc(OC)c(OC)c2)c1 (stereo unspecified)	-0.4%	-1%	16%	-2%	0.0	-12%	-28%	i	i
Cc1cc2c(cc1C)N(C(=O)CCl)CCN2C(=O)CCl	11µM*	.	?	?	-0.3	-5%	-111%	.	i
O=c1oc(-c2ccccc2NS(=O)(=O)c2ccccc2)nc2ccccc12	-0.6%	0%	-1%	-3%	1.6	-10%	8%	i	.
CC(C)(C)NC(=O)NC(=O)COC(=O)c1cc[n+]([O-])cc1	-0.1%	4%	-7%	0%	-1.1	-4%	-14%	i	i
Cc1ccc(-n2nc(C)c(=O)c(-c3ccccc3)c2NC(=O)c2cccs2)cc1	0.6%	-1%	-1%	0%	-2.6	-1%	-5%	i	i
COc1cc2c(cc1OC)C(c1cccc(C)c1)CC(=O)N2 (stereo unspecified)	9.4%	-3%	-1%	-11%	2.2	2%	-7%	i	i
Cc1onc(-c2c(F)cccc2Cl)c1C(=O)Nc1ccc(S(=O)(=O)Nc2ncccn2)cc1	-0.4%	1%	-4%	5%	0.0	-1%	3%	i	i
O=C(CCCc1ccccc1)Nc1nnc(C(F)(F)F)s1	0.3%	2%	0%	0%	-0.1	3%	9%	i	i
CCCOc1ccc(N2CC(C(=O)Nc3ccccc3C(=O)NC)CC2=O)cc1 (stereo unspecified)	-0.6%	4%	2%	8%	-1.8	-2%	-9%	i	i
CCOC(=O)N1CCN(C(=O)C(c2ccccc2)c2ccccc2)CC1	2.6%	0%	-31%	-4%	-0.9	-3%	-3%	i	i
COc1ccc(C2CC(=O)Oc3cc(OC)c(OC)c(OC)c32)cc1 (stereo unspecified)	0.8%	-3%	-2%	21%	1.6	0%	-21%	i	i
CC(C)(C)S(=O)N1Cc2cc(CO)cc(CCO)c2[C@@H]1CCO (stereo partly specified)	0.6%	.	0%	8%	-0.1	3%	-12%	i	i
Fc1ccccc1NC(=S)N(CCCN1CCOCC1)Cc1cccnc1	-0.1%	-1%	-5%	-11%	-1.8	2%	3%	i	i
COc1cccc(N2CCN(c3ccc4nnc(CCC(=O)O)n4n3)CC2)c1	-0.6%	.	1%	7%	.	3%	-1%	i	.
COc1ccc(-c2nc3n(n2)C(c2ccccc2)C2=C(CCCC2=O)N3)cc1OC (stereo unspecified)	0.7%	4%	2%	-28%	-3.2	.	-4%	i	i
CCOc1ccc(S(=O)(=O)NCCN2CCOCC2)c2ccccc12	-0.4%	1%	1%	12%	1.0	5%	-8%	i	i
Cc1nc2c(-c3ccc(F)cc3)c(C)nn2c(C)c1CCC(=O)N1CCN(c2ccccn2)CC1	-0.7%	-1%	0%	-21%	0.7	-3%	6%	i	i
O=[N+]([O-])c1ccccc1OCCCOc1cccc2cccnc12	2.8%	1%	?	16%	-0.8	0%	-30%	i	i
O=C(C1CCCCC1)N1C[C@@H](n2cc(-c3ccc(F)cc3)nn2)[C@H](O)C[C@@H]1c1ccc(Cl)cc1	-1.4%	.	?	.	-1.4	.	-21%	.	i
Cc1ccc(-c2nnc3ccccc3c2C(=O)Nc2cccc(Cl)c2)cc1	0.6%	.	0%	?	.	12%	-38%	.	.
CCN1CCN(C(=O)C(C)Nc2cc(Cl)c(OC)cc2OC)CC1 (stereo unspecified)	2.7%	-3%	-9%	2%	-1.4	3%	6%	i	i
CC1=NN(C(=O)CCc2ccc3c(c2)OCO3)C(O)(C(F)(F)F)C1 (stereo unspecified)	-0.2%	-1%	-6%	-16%	-0.3	2%	0%	i	i
COc1ccc(CCC(=O)NCc2ccc3c(c2)CCN3C(=O)c2ccc(F)cc2)cc1	-1.1%	.	14%	.	.	1%	0%	.	.
S=C(Nc1ccc(Cl)cc1)NC1CC2CCCC(C1)N2C1CCCC1 (stereo unspecified)	0.9%	-2%	?	1%	0.7	-16%	2%	i	i
Cc1ccccc1NC(=O)c1ccc(-c2ccc(Cl)cc2Cl)o1	2.9%	-8%	?	.	-9.2	-7%	6%	i	i
O=C1C(c2ccc(C(F)(F)F)cc2)=C(Nc2ccc(Cl)cc2)c2ccccc21	29%	.	7%	5%	.	-8%	-57%	i	.
O=S(=O)(NCCN1CCCC1)c1ccc(C(F)(F)F)cc1	0.5%	1%	2%	-25%	-2.0	-15%	-30%	i	i
Cc1cc(OC(C)C(=O)N(Cc2ccco2)Cc2ccco2)cc(C)c1Cl (stereo unspecified)	0.5%	.	?	-27%	.	8%	-70%	.	.
O=C(Nc1ccccc1)C1CC(=O)n2ncnc2N1 (stereo unspecified)	-0.1%	-1%	1%	?	-1.8	-10%	-2%	i	i
CN(C)S(=O)(=O)c1ccc(N2C(=O)CC2(/C=C/c2ccccc2)C(=O)NC2CCCC2)cc1 (stereo unspecified)	0.1%	0%	-1%	18%	2.1	-5%	4%	i	i
Cc1ccc(C(=O)O)cc1-n1c(=O)n(Cc2ccccc2)c(=O)c2[nH]cnc21	0.1%	0%	-1%	0%	1.5	0%	-49%	i	i
COc1ccccc1NC(=O)c1cc2ccccc2o1	12%	0%	2%	?	-0.7	-1%	-2%	i	i
CCN(CC)CCN(C(=O)c1ccc(C(=O)OC)cc1)c1nc2ccc(Cl)cc2s1	4.8%	.	-44%	-1%	.	8%	-27%	i	.
CCN(CC)CCNC(=O)c1ccc(NC(=O)c2ccc(COc3ccccc3)cc2)cc1	2.9%	-7%	0%	-3%	0.1	1%	-33%	i	i
O=C(Nc1sc2c(c1-c1nc3ccccc3[nH]1)CCCC2)C1CC1	5.2%	-13%	-3%	0%	-2.2	-2%	-16%	?	i
CC(C)OC(=O)c1cccc(NC(=O)CSc2nnc(N)s2)c1	-0.5%	-3%	-14%	-19%	2.1	4%	10%	i	i
COc1cccc(CNC(=O)COc2cccc(-n3cnnn3)c2)c1	-0.1%	0%	16%	6%	-17	1%	5%	i	i
CSCCC1NC(=O)N(CC(=O)Nc2ccc(Br)cc2Br)C1=O (stereo unspecified)	3.0%	-8%	-14%	-16%	-0.1	-2%	-24%	.	i
CCOC(=O)C1CCN(c2c(NCc3ccc(C(=O)NC4CCCC4)cc3)c(=O)c2=O)CC1	-0.6%	?	2%	-10%	-3.4	-1%	-3%	i	i
O=C(/C=C/c1ccccc1)OCc1cnc(Cl)s1	-0.9%	2%	18%	2%	-3.1	3%	23%	i	i
Cc1ccc(Cl)cc1NS(=O)(=O)c1ccc2oc(=O)c3ncn(C)c3c2c1	-4.7%	.	16µM*	?	.	-3%	10µM*	.	.
COc1ccccc1CNC(=O)c1cn(C)c(=O)c2cc(OC)c(OC)cc12	-0.4%	-1%	-9%	-7%	0.4	1%	2%	?	i
CCSc1nc2sc3c(c2c(=O)n1CC)CCC3	5.8%	0%	-7%	-1%	0.9	27%	-10%	i	i
CS(=O)(=O)NCC(c1ccco1)N1CCN(c2ccccc2)CC1 (stereo unspecified)	2.1%	.	-18%	.	.	13%	-1%	.	.
COC(=O)C(C)(C)ONC(=O)Nc1ccccc1	-0.3%	3%	-1%	4%	3.1	-2%	-3%	i	i
Cc1ccc(S(=O)(=O)Nc2ncc(C(F)(F)F)cc2Cl)cc1	-0.2%	0%	2%	-11%	-2.5	2%	-20%	i	i
O=C(/C=C/c1cccc(F)c1)N1CCN(c2ccccn2)CC1	2.4%	-3%	-23%	?	-0.4	-19%	0%	i	i
COc1cc2c(cc1OC)CN(CC(=O)Nc1ccc(C)c(S(=O)(=O)N3CCOCC3)c1)CC2	-0.6%	-1%	15%	-3%	0.2	1%	5%	i	i
Cc1nn(-c2ccccc2)c(OC(=O)c2ccccc2Br)c1S(=O)(=O)c1ccccc1	-0.7%	.	-12%	1%	.	1%	9%	i	.
Nc1nc(SCc2nnc(SCC(=O)O)n2-c2ccccc2)nc2sc3c(c12)CCCC3	-0.8%	2%	-7%	-22%	1.4	-3%	15%	i	i

This is a random part of the collection; overall some 4.4% were active at least once.
